Assay outcomes (PubChem BioAssay)
Wnt act: Wnt/beta-catenin pathway activators, primary screen, cell-based, plate reader, single point. actives 1.2% (n = 300,000). Wnt/beta-catenin reporter cell assay, activator. activation, % at 9.35 µM; in the data active means activation above about 30%, passing the limit was not always enough; inconclusive means no clear call, values can overlap the other calls;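 further: 0% = neutral control wells and 100% = positive control wells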
Active calls of the source: *; ? = inconclusive; & = joins results of further samples.

Wnt act	compound
-4.5	O=C(NCc1ccccc1)[C@@H]1CCCN1C(=O)[C@H]1CCCN1C(=O)c1ccc(F)c(F)c1
4.2	CCO/C(C)=N/Oc1cnc2ccccc2c1
1.8	CC(C)c1ccc(NC(=O)C2Cc3c(-c4cccc(C(N)=O)c4)ccnc3O2)cc1 (configuration not stated)
-3.7	O=C(C[C@@H]1CC[C@@H](NC(=O)Nc2cccc(F)c2)[C@@H](CO)O1)NCC1CCCCC1
-2.3	CC1(Cc2cc(Cl)ccc2C(F)(F)F)C(=O)Nc2ccc(S(=O)(=O)NC3CCCCC3)cc21 (configuration not stated)
-1.9	C[C@@H](NC(=O)[C@@H]1CCCN1C(=O)[C@@H]1CCCN1C(=O)c1cccc2ccccc12)c1ccccc1
9.5	Nc1c(-c2ccc(C(F)(F)F)cc2)nc2ncccn12
-3.1	CC1(C(=O)NS(=O)(=O)c2cccc(Cl)c2)CCN1C(=O)c1ccccc1CCc1ccccc1 (configuration not stated)
-1.3	CC1=C(C(=O)N(C(C)C)C(C)C)CC(CC(=O)NCc2cccs2)C(=O)N1Cc1ccc(F)cc1 (configuration not stated)
0.4	CSc1ccc(OC2(C)CCN(Cc3ccc(OC(C)C)cc3)C2)cc1 (configuration not stated)

Brought forward from above: five entries, then new ones.
Wnt act	compound
-1.9	C[C@@H](NC(=O)[C@@H]1CCCN1C(=O)[C@@H]1CCCN1C(=O)c1cccc2ccccc12)c1ccccc1
9.5	Nc1c(-c2ccc(C(F)(F)F)cc2)nc2ncccn12
-3.1	CC1(C(=O)NS(=O)(=O)c2cccc(Cl)c2)CCN1C(=O)c1ccccc1CCc1ccccc1 (configuration not stated)
-1.3	CC1=C(C(=O)N(C(C)C)C(C)C)CC(CC(=O)NCc2cccs2)C(=O)N1Cc1ccc(F)cc1 (configuration not stated)
0.4	CSc1ccc(OC2(C)CCN(Cc3ccc(OC(C)C)cc3)C2)cc1 (configuration not stated)
0.2	O=C(NCc1cc(Cl)cc(Cl)c1)c1ccc2nc([C@H]3C[C@H](O)[C@@H](CO)O3)[nH]c2c1
-5.0	Cn1nc(C2CC2)cc1NC(=O)C1(C)CCN1C(=O)c1ccccc1CCc1ccccc1 (configuration not stated)
5.0	CC(O)(c1cccc(F)c1)c1nc(-c2cccc(C(=O)O)c2)cs1 (configuration not stated)
-2.6	COC(=O)c1cccc(C23CC4(C2)[C@H](CN(Cc2ccc(-c5ccccc5)cc2)[C@@H]4c2ccccc2)C3c2ccc(C(F)(F)F)cc2)c1 (some centres not stated)
-0.7	CCOC(=O)[C@]12CCCC=C1N(Cc1ccco1)C(=O)[C@H](CC(=O)NCc1cccs1)C2
-4.0	O=C(Cn1c(O)c(N=NC(=O)c2ccncc2)c2ccccc21)Nc1ccccc1
0.0	CCCCS(=O)(=O)N1CCCc2nc(-c3ccccc3)ccc21
-0.3	Cc1cn([C@H]2C[C@H](O)[C@@H](/C=C/C(=O)NCC(c3ccccc3)c3ccccc3)O2)c(=O)[nH]c1=O
-12.8	COC(=O)[C@@]12C[C@@H](CC(=O)NCc3cccc4ccccc34)C(=O)N(Cc3cccc4ccccc34)C1=CCC(C)(C)C2
-0.8	CC(C)Cc1ccc(-c2cc3nc(NCc4cccc(Cl)c4)ccn3n2)cc1
-0.1	CCCS(=O)(=O)NC(=O)C1(C)CCN(C(=O)c2cc(C)oc2C)C1 (configuration not stated)
-3.4	CCCNC(=O)c1cc2c(c(-c3cccc(-c4ccc(F)cc4)c3)n1)[C@H](CCO)N(S(=O)C(C)(C)C)C2 (some centres not stated)
-1.1	CCCCn1nnnc1C(c1cc2ccccc2o1)N1CCCCC1 (configuration not stated)
-1.3	O=S1(=O)CC(N2CCCC2)CN1C1CCCCC1 (configuration not stated)
-1.7	CCc1nc2ccc(C(=O)Nc3cccc(NS(C)(=O)=O)c3)cn2c1N(C)C(=O)Cc1ccccc1
-2.3	CC(C)c1ccc([C@@H]2O[C@H](CCc3ccccc3)Cc3[nH][nH]c(=O)c32)cc1
-0.1	Cc1c(Br)cccc1NC(=O)C1(C)CCN1C(C)C (configuration not stated)
-2.5	C[C@H](c1ccccc1)N1C[C@@H](COCc2ccccc2)Oc2cc(N3CCC[C@H]3CO)ccc2S1(=O)=O
0.1	COc1ccc(NC(=O)C(c2ccc(OC)cc2)n2c(=O)c(-c3cc4ccccc4[nH]3)nc3ccccc32)cc1 (configuration not stated)
-2.7	O=C(NCc1cccnc1)c1ccc2sc([C@@H]3O[C@H](CO)[C@H](O)[C@H](O)[C@H]3O)nc2c1
-5.1	CCc1nc2c(OCc3ccccc3C)cccn2c1N(C)C(=O)CC(C)C
3.8	COc1ccc(CCC(=O)N2c3ccccc3N=C(c3ccc(C(F)(F)F)cc3)C2C(=O)NC(C)(C)C)cc1 (configuration not stated)
?	OC(c1ccc(F)cc1)c1nc(/C=C/c2ccccc2)cs1 (configuration not stated)
-3.7	Cc1ccc(F)cc1-c1nc(NC(C)C)nc2cc(-c3ccccc3)sc12
-0.7	Cc1cccc(C(=O)NC2CCCc3ccccc32)c1 (configuration not stated)
-6.7	CC(C)c1cc(Cn2c3ccccc3c(=O)n2C(C)Cn2cc(-c3ccc(C(C)(C)C)cc3)nn2)on1 (configuration not stated)
-0.8	CC(C)(C(=O)N1CCC1(C)C(=O)NS(=O)(=O)c1ccc(C#N)cc1)c1ccccc1 (configuration not stated)
0.7	CC(=O)OC[C@@H]1CN(Cc2cccc(C(F)(F)F)c2)C[C@H](n2cnc3c(NCc4ccco4)ncnc32)O1
-2.9	COc1ccc(-c2csc(C(O)c3ccccc3)n2)cc1 (configuration not stated)
1.1	COc1ccc(Cl)cc1-c1cc(C(=O)NCc2ccco2)[nH]n1
-1.9	OC(Cc1cccc(Br)c1)c1ncc(-c2cccc(C(F)(F)F)c2)[nH]1 (configuration not stated)
-2.9	CCCc1nc2cc(C)c(Br)c(C)n2c1Cc1ccsc1
28.0	O=C(Nc1ccc(F)cc1)C(c1ccnc2ccccc12)N1CCN(C(=O)c2ccco2)CC1 (configuration not stated)
-1.3	CCCCN(C=O)c1c(CC)nc2c(OCCn3cccc3)cccn12
-1.4	Cc1nc2sccn2c(=O)c1S(=O)(=O)N1CCN(c2ccccc2F)CC1
-16.3	COC(=O)Cn1c(=NC(=O)c2nc3ccccc3s2)sc2cc(S(C)(=O)=O)ccc21
-8.6	CC(=O)CC1c2cc(F)ccc2C=C(c2ccsc2)N1c1ccc(C#CC2(O)CCCCC2)cc1 (configuration not stated)
-2.8&-2.3	CCC(c1nnnn1-c1ccc2c(c1)OCCO2)N1CCN(c2ncccc2C(F)(F)F)CC1 (configuration not stated)
-3.8	CC(C)(C)NC(=O)C(c1ccc(C#N)cc1)n1c(=O)c(-c2cc3ccccc3[nH]2)nc2ccccc21 (configuration not stated)
-0.8	Cc1ccc(NC(=O)c2cc(S(=O)(=O)N3CCCCC3)c[nH]2)cc1Cl
0.2	O=C(Nc1cccs1)Nc1nnc([C@@H]2C[C@H](O)[C@@H](CO)O2)s1
1.3	Cc1ccc(S(=O)(=O)C[C@@H]2OC3CCCCC3N2S(=O)(=O)c2ccc(C)cc2)cc1 (some centres not stated)
-0.4	COC(=O)C1=C(C)N(Cc2ccccc2C(F)(F)F)C(=NCc2ccc3c(c2)OCO3)NC1c1ccccc1C(F)(F)F (configuration not stated)
-1.8	C(=C\c1ccccc1)/CN1CCN(C(c2cccs2)c2nnnn2-c2ccc3c(c2)OCCO3)CC1 (configuration not stated)
2.0	C[C@@H]1CN([C@@H](C)CO)C(=O)CCCn2cc(nn2)CO[C@H]1CN(C)C(=O)CCC(F)(F)F
-13.6	COc1ccc(/C=N/NC(=O)c2cccnc2)cc1Cn1nc([N+](=O)[O-])c(Br)c1C
-0.5	COc1ccc(OCCN2CCC(C(=O)NC(c3ccc(Cl)cc3)c3cnccn3)CC2)cc1 (configuration not stated)
-2.4	O=C(NCc1ccccc1)C(c1ccncc1)n1c(=O)c(-c2cc3ccccc3[nH]2)nc2ccccc21 (configuration not stated)
-6.0	CCCCc1nc(NCCNC(=O)c2ccco2)c(C#N)c2c1CSC(C)(C)C2
-1.1	OC(c1cccc(F)c1)c1ncc(-c2ccc(C(F)(F)F)cc2)[nH]1 (configuration not stated)

Other results:
Wnt act	compound
?	Cc1ccc(-c2nc3ccc(Br)cn3c2Cc2ccccc2C(F)(F)F)cc1
-0.8	CN(Cc1ccccc1)C(c1ccnc2ccccc12)c1nnnn1-c1ccc2c(c1)OCCO2 (configuration not stated)
-6.3	Cc1c(C(=O)NCc2ccc(Cl)c(Cl)c2)sc(=O)n1Cc1ccc(S(=O)(=O)N(C)C)cc1
1.5	CCc1nc2ccc(C(=O)NCCC(C)C)cn2c1N(CC)CCOC
-0.8	COc1ccc(CNC(=O)c2[nH]c(C(F)(F)F)nc2-c2ccccc2)cc1OC
-0.8	O=C(NC(c1ccc(Cl)cc1)c1cnccn1)C1CCN(Cc2ccc(Oc3ccccc3)cc2)CC1 (configuration not stated)
1.9	CN(C)c1cccc(NC(=O)c2cccc3c(-c4ccc(F)c(F)c4)coc23)c1
-0.2	CN1C(=O)C(c2cn(C)c3ccccc23)(c2cn(C)c3ccccc23)c2cc(Br)ccc21
-3.1	CC(C)(C)NC(=O)C(c1cc2ccccc2o1)n1c(=O)c(-c2ccccc2)nc2ccccc21 (configuration not stated)
2.5	Cc1ccc(Cc2cnc(NC(=O)C3=NCCN3)s2)cc1
-0.1	Cc1cccc(S(=O)(=O)NC(=O)C2(C)CCN2C(=O)Cc2ccccc2)c1 (configuration not stated)
-3.9	CCCCn1nnnc1C(c1ccccc1)N1CCN(c2cccc(C)c2C)CC1 (configuration not stated)
9.6	Nc1c(O)ccc2c1C(=O)c1ccccc1C2=O
0.4	CNc1cncc(-c2ccoc2)n1
-1.0	COc1ccc(NC(=O)C2(C)Cc3c(-c4cccc(NC(C)=O)c4)ccnc3O2)cc1OC (configuration not stated)
0.2	C=CCN=C1NC(c2ccc(F)cc2)C(C(=O)OC)=C(C)N1Cc1ccccc1C(F)(F)F (configuration not stated)
-5.2	CCN1CCCSC1=S
-2.8	CN(C)CCN(Cc1ccccc1)C(c1ccnc2ccccc12)c1nnnn1-c1ccc2c(c1)OCCO2 (configuration not stated)
-2.5	CC1(C(=O)NC2CCCC2)CCC(=O)N1CCc1c[nH]c2ccccc12 (configuration not stated)
1.6	COc1ccc(-c2nnc3ccc(SCC(=O)N4CCOCC4)nn23)cc1
1.0	COc1cccc(CNC(=O)[C@H]2CCCN2C(=O)[C@H]2CCCN2C(=O)C2CCCCC2)c1
-3.7	Cn1ccc2c(N3c4ccccc4CCc4ccccc43)cc3c(c21)C1CCC3O1 (configuration not stated)
-0.6	CCCCN1C(=O)C(CC(=O)NC2CCCC2)CC(C(=O)N2CCCCCC2)=C1C (configuration not stated)
-0.8	COc1ccc(S(=O)(=O)N2CCCCC2c2cc(C(=O)Nc3ccc4c(c3)OCO4)no2)cc1 (configuration not stated)
16.7	CNc1cncc(-c2cccc(OC)c2F)n1
1.2	CCNC(=S)N/N=C/c1ccc(F)cc1
-4.4	COC(=O)N1Cc2ccnnc2CC1c1ccccc1-c1ccc(OC)cc1 (configuration not stated)
-1.9	COc1cccc(Nc2nc(C(N)CO)cs2)n1 (configuration not stated)
-1.8	CC(C)C1CC2=C(C(=O)OC(C)(C)O2)C(c2ccc(Cl)cc2)O1 (configuration not stated)
-1.8	C=CCC[C@@H](CCCCC)OC(=O)/C=C/[C@H](O)[C@@H](O)C[C@H](O)CC=C
0.2	Cc1ccc(CN2CCC(C)(Oc3ccc(Cl)cc3)C2)cc1 (configuration not stated)
-1.9	Nc1nc2c(-c3ccc([N+](=O)[O-])cc3)nnn2c2ccccc12
-2.1	COC(=O)c1cccc(N2C(=O)C[C@](Sc3ccc(C)cc3)(C(=O)OC)[C@H]2c2ccccc2)c1
-2.9	CN(CC(=O)N1CCc2[nH]c3ccc(F)cc3c2C1)CC1OCCO1
-1.8	CN(C(=O)CN1CCN(c2cc(-c3ccc(-c4ccccc4)cc3)ncn2)CC1)c1ccccc1
-6.1	COc1cc(CN2C[C@@H](CO)O[C@@H](n3cnc4c(N5CCOCC5)ncnc43)C2)cc(OC)c1OC
-3.0	CC(C)NC(=O)C1(C)CN(S(C)(=O)=O)CC(=O)N1CCc1ccc(O)cc1 (configuration not stated)
-1.7	COc1ccc([C@H]2CC(=O)C[C@@H](CCn3cc(-c4ccccc4)nn3)O2)cc1
-2.0	COC(=O)C[C@@H]1C=C[C@H](NC(=O)Cc2ccccn2)[C@@H](CO)O1
-2.2	COc1cccc(CNS(=O)(=O)c2cc(Br)ccc2Br)c1OC

Shown comma-delimited: part of the list above
Structure,Wnt act
Nc1nc2c(-c3ccc([N+](=O)[O-])cc3)nnn2c2ccccc12,-1.9
COc1ccc([C@H]2CC(=O)C[C@@H](CCn3cc(-c4ccccc4)nn3)O2)cc1,-1.7
CN(C(=O)CN1CCN(c2cc(-c3ccc(-c4ccccc4)cc3)ncn2)CC1)c1ccccc1,-1.8
COC(=O)C[C@@H]1C=C[C@H](NC(=O)Cc2ccccn2)[C@@H](CO)O1,-2.0
CN(CC(=O)N1CCc2[nH]c3ccc(F)cc3c2C1)CC1OCCO1,-2.9

Continued.
Wnt act	compound
-1.6	COc1ccc(Cn2cc(Cn3c4ccccc4c(=O)n3C(C)C)nn2)cc1
-4.3	Cc1cccc(-c2cnc(C(O)c3ccc(-c4ccccc4)cc3)[nH]2)c1 (configuration not stated)
-5.5	CN(C)CCNc1nc(Oc2ccccc2)c2sccc2n1
-2.1	Cc1cc(N2CCNC[C@@H]2C)ccc1N1C[C@@H](C)O[C@@H](C)C1

Two of the compounds above, in markdown.
| mol | Wnt act |
| --- | --- |
| CN(C)CCNc1nc(Oc2ccccc2)c2sccc2n1 | -5.5 |
| Cc1cc(N2CCNC[C@@H]2C)ccc1N1C[C@@H](C)O[C@@H](C)C1 | -2.1 |

Only part of the results is shown; count on the stated rates, not on these rows.
